CCT modulator: modulators of cytosolic chaperonin (CCT/TRiC) activity; purified chaperonin ATPase assay, HTRF ADP detection, 30 min; AID 651819; 360,000 tested, 0.3% active; activity change, % (concentration not given with the values), hits read low; in the data active = activity change below about -30%; also: % is scaled to controls: 0 for no effect and ±100 for the full control effect
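ATPase activity: ADP formed was measured by HTRF Transcreener (665/615 nm ratio) after 30 min at 37 deg C with 10 uM ATP. Compounds screened at one 76 uM concentration against 40 or 20 nM TRiC in Tris pH 7.4/KCl/MgCl2/DTT buffer.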
Nrf2 activator: activators of Nrf2 (ARE) signaling | AREc32 ARE-luciferase reporter (MCF7-derived line), luminescence, 24 h | Potency, µM (doses to about 46.1 µM), for inactives: top-dose activation, hits mostly activators | 410,000 tested, 0.31% active; also: potency is read from the fitted curve at half-maximal effect; % of control where 0% means no effect; nearly all actives have a fitted effect of over 65% in size
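Cells of the AREc32 ARE-luciferase line are plated in OPTI-MEM containing 5% FBS and left overnight at 37 deg C. Compounds are pinned in, incubation continues 24 hr, and firefly luciferase signal is then measured.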
TGFb inhibitor: TGF-b pathway inhibition; HepG2 CAGA-GFP TGF-b/SMAD3 reporter, GFP fluorescence, 18 h; TGF-beta stimulated, 500 pg/mL final; Potency, µM (doses to about 46.1 µM), for the others: at the highest dose activity, negative = inhibition, usual class: inhibitors; 410,000 tested, 1.2% active; AID 588855; also: potency is read from the fitted curve at half-maximal effect; % is scaled to controls: 0 for no effect and ±100 for the full control effect; nearly all actives have a fitted effect of over 65% in size
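HEPG2 CAGA-GFP cells (1000/well, DMEM with 1% FBS) were pre-incubated 2 h at 37 degrees C, given compound by pin tool, then stimulated with TGF-beta at 500 pg/mL final for 18 h before per-cell GFP fluorescence imaging.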
S2 tox: reduces viability in counter-screen for ATXN expression inhibitors. S2 cells (HEK-293 line with an ATXN2-luciferase reporter) viability, CellTiter-Fluor protease fluorescence, 24 h. Potency, µM (titrated, usually from 56.7 µM), usual class: cytotoxic. 400,000 tested, 0.49% active; also: potency is read from the fitted curve at half-maximal effect; nearly all actives have a fitted effect of over 40% in size
Mm-Cpn inhibitor: blocks the Methanococcus maripaludis chaperonin Mm-Cpn | purified Mm-Cpn ATPase, ADP Transcreener TR-FRET | AID 504842 | Potency, µM (titrated, usually from 76.9 µM), for the others: at the top dose activity, negative = inhibition, most hits filed as inhibitors | 330,000 tested, 0.031% active; also: potency is read from the fitted curve at half-maximal effect; % is scaled to controls: 0 for no effect and ±100 for the full control effect; nearly all actives have a fitted effect of over 80% in size
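Quantitative HTS used 25 nM Mm-CPN and 10 uM ATP in magnesium/KCl Tris buffer, pH 7.4, with 1 mM DTT. Hydrolysis ran 30 min at 37°C; ADP was read by HTRF.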
Akt phos inh: Akt phosphorylation inhibition. Neuro2A IGF-stimulated pAkt S473 HTRF, 20 min; active compounds read low. activity change, % for hits at 50 µM. 360,000 tested, 0.32% active. AID 651550; in the data active = activity change below about -80%; inconclusive = mostly about -51% to -80%; also: % is scaled to controls: 0 for no effect and ±100 for the full control effect
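Neuro2A cells (4,500/well, DMEM with 0.5% FBS) were treated with compound at a single 50 µM final concentration, stimulated with 6 nM IGF for 20 min at 37 °C, and lysed. Phospho-Akt Ser473 was read by HTRF as 665/615 ratio ×10^4.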
HepG2 viability: HepG2 cytotoxicity, counter-screen for TGF-b inhibitors. 410,000 tested, 0.76% active. AID 588856. HepG2 CAGA-GFP viability, ATP luminescence, 18 h. Potency, µM (highest dose often 46.1 µM), for inactives: at the highest dose activity change, negative = cytotoxicity, actives largely listed as cytotoxic; also: potency is read from the fitted curve at half-maximal effect; some results filed as inactive show a strong effect at the top dose
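CellTiter-Glo luminescence gave cytotoxicity after 18 hours at 37 degrees C. The cells were HepG2 CAGA-GFP in 1% FBS DMEM, stimulated with 500 pg/mL TGF-beta after compound addition. %Activity was normalised to no-cell wells (complete cell-killing) and DMSO (no toxicity), and curves were fitted and classified.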
Nrf2 inh: blocks Nrf2 signaling; A549 ARE-Fluc reporter, luciferase luminescence, 18-24 h; Potency, µM (titrated, usually from 46 µM), inactives show top-dose activity change, negative = inhibition, actives largely listed as inhibitors; 360,000 tested, 2.1% active; AID 504444; also: potency is read from the fitted curve at half-maximal effect; % is scaled to controls: 0 for no effect and ±100 for the full control effect; nearly all actives have a fitted effect of over 60% in size
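Quantitative HTS in A549 cells stably bearing an antioxidant response element-firefly luciferase construct. Inhibition of Nrf2-driven transcription was scored by luminescence after 18-24 h of compound exposure at 37 °C.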
A549 viability: A549 cytotoxicity, counter-screen for Nrf2 inhibitors; A549 ARE-Fluc cells, CellTiter-Fluor viability, 18-24 h; 390,000 tested, 0.16% active; Potency, µM (top dose mostly 46 µM), without a hit: top-dose activity change, negative = cytotoxicity, actives largely listed as inhibitors; AID 504648; also: potency is read from the fitted curve at half-maximal effect; % is scaled to controls: 0 for no effect and ±100 for the full control effect
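A549 ARE-Fluc cells in 5% FBS OPTI-MEM, 5000 cells/well, rested 2 h then exposed to compounds in concentration-response for 18-24 h at 37 °C. Viability by CellTiter-Fluor fluorescence (Ex 405/Em 525) after 30 min; luciferase luminescence (BugLite, 15 min, RT) read afterwards.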
Active calls of the source: *; i = inactive; ? = inconclusive; . = not tested or not shown; [ ] = remark or other dose. Unless noted, calls follow the shape of the dose curve; as a rule, active = well fitted curve in the direction sought with a large enough effect; inconclusive = small, poorly fitted or top-dose-only effect, or another doubt; inactive = no such curve, though single readings can be large; an effect the other way counts as inactive or inconclusive.

Values in the order: CCT modulator	Nrf2 activator	TGFb inhibitor	S2 tox	Mm-Cpn inhibitor	Akt phos inh	HepG2 viability	Nrf2 inh	A549 viability
O=C(CNS(=O)(=O)N1CCOCC1)N/N=C/c1cccnc1
 : -1.0	-0.1%	1%	i	4%	i	-2%	-2%	8%
Cc1ccc2ccccc2c1C(O)c1ncc(-c2cccc(C(F)(F)F)c2)[nH]1 (stereo unspecified)
 : 0.2	-0.1%	?	?	.	i	-24%	.	.
COc1cc(/C=C(\C#N)c2nc3ccccc3n2C)cc(OC)c1O
 : 2.7	16%	58%[activator]	.	-5%	i	-1%	-11%	-12%
CC1(C)CC(=O)C=C(c2n[nH]nc2C2CCCCC2)C1
 : -0.9	-0.8%	-6%	i	.	i	-22%	.	.
COc1ccc(N2CC(C(=O)N[C@@H](C)C(=O)N[C@H](CO)c3ccccc3)CC2=O)cc1 (stereo partly specified)
 : 0.3	-1.3%	9%	i	1%	i	1%	5%	-11%
CC(NC(=O)COC(=O)Cc1cccs1)c1ccc(F)cc1 (stereo unspecified)
 : 1.1	0.1%	-3%	i	.	i	-2%	22%	0%
Cc1cs/c(=N\N=C\c2cccc([N+](=O)[O-])c2)n1Cc1ccco1
 : -0.1	?	13%	i	0%	i	-4%	8%	0%
CC(C)n1c(O)c(N=NC(=O)Cc2csc(N3CCOCC3)n2)c2ccccc21
 : 0.9	0.6%	6%	?	-1%	i	1%	13%	0%
COc1ccc(Nc2c(C3CC3)nc3nc(C)cc(C)n23)cc1
 : 0.4	3.0%	.	?	.	i	.	.	.
CN(Cc1ccccc1)c1nc2c(S(=O)(=O)c3ccccc3)nnn2c2ccsc12
 : .	-0.1%	-1%	.	.	.	2%	?	2%
COc1ccc(-c2nc3sc(CCNC(=O)c4ccco4)c(C)n3n2)cc1
 : .	0.9%	-9%	?	.	.	-23%	.	-9%
c1ccc(CCCN2CCOCC2)cc1
 : -2.1	0.1%	4%	i	1%	i	8%	-6%	0%
O=C(CCN1C(=O)S/C(=C\c2ccc(F)cc2)C1=O)Nc1ccc(C(=O)O)c(O)c1
 : 0.9	-0.8%	2%	i	-1%	i	-24%	18%	1%
CCOc1ccc(S(=O)(=O)N2CCN(C(=O)c3cc4c(s3)CCCC4)CC2)cc1
 : 0.1	-0.2%	-18%	i	-1%	i	4%	-29%	-17%
COc1ccc2[nH]c3c(C)c4ccncc4c(C)c3c2c1
 : -4.4	-3.0%	3.5µM*	?	2%	i	11µM*	8.2µM*	?
CC(=O)c1c(C)nc(-c2ccccc2)nc1NC(=O)C(C)C
 : -0.2	22%	-28%	i	1%	i	2%	3%	1%
c1ccc(-c2nc3ccccc3[nH]2)cc1
 : -1.1	3.2%	-6%	i	1%	.	-20%	?	3%
CCOCCCn1c(SCC(=O)NC2CCCCC2)nc2ccccc2c1=O
 : -86*	-0.2%	5%	i	.	i	1%	.	.
CNc1snc(C)c1C(=O)OC(C)C(=O)Nc1cccc(C)c1 (stereo unspecified)
 : -0.7	-0.5%	?	i	1%	i	0%	?	-1%
CC(=O)c1cccc(NC(=O)c2cc(-c3ccco3)on2)c1
 : -2.0	17%	-17%	i	-16%	i	-35%	20%	-1%
COc1cccc(-c2cc(C(=O)N3CCCCCC3)no2)c1
 : -1.1	-1.7%	-3%	i	1%	i	-14%	?	12%
CC(C)OCCCNC(=O)CSc1c2c(nc3ccc(Cl)cc13)CCCC2
 : .	26%	11µM*	.	.	.	-55%	-23%	-26%
Cc1cccc(Nc2nc(NCCO)nc(N3CCCC3)n2)c1
 : .	1.0%	9%	i	.	.	0%	-11%	1%
Cc1cc(NC(=O)C(C)SCC(=O)OCC(=O)N(C)c2ccccc2)no1 (stereo unspecified)
 : -0.3	-0.3%	17%	i	-1%	i	7%	6%	2%
COc1ccc([C@H]2C[C@H](O)[C@@H](n3cc(-c4ccc(F)cc4)nn3)CN2Cc2cccs2)cc1
 : 0.7	-2.9%	?	28µM*	.	i	-103%	.	.
CCOC(=O)C1CCN(c2c(C(=O)c3ccc(C)cc3)cnc3ccc(F)cc23)CC1
 : .	0.5%	-27%	i	.	.	-9%	10%	2%
CCCn1c(Cc2ccccc2)n[nH]c1=S
 : -2.2	-1.1%	-23%	i	2%	i	-11%	12%	-5%
O=C(COC(=O)Cc1ccc(Cl)cc1)Nc1ccc(OC(F)F)cc1
 : 0.5	0.1%	7%	i	-1%	i	3%	5%	6%
CCC(C)c1ccc(S(=O)(=O)N2CCN(C(C)C(=O)NC3CCCC3)CC2)cc1 (stereo unspecified)
 : -3.1	-0.3%	-17%	i	-1%	i	-8%	-14%	-6%
CSCCC(NC(=O)/C(=C/c1ccc2c(c1)OCO2)NC(=O)c1cccc([N+](=O)[O-])c1)C(=O)O (stereo unspecified)
 : 0.2	-0.6%	0%	.	2%[15.4 µM]	i	6%	5%	23%

Next section (2 carried over from the part before).
Values in the order: CCT modulator	Nrf2 activator	TGFb inhibitor	S2 tox	Mm-Cpn inhibitor	Akt phos inh	HepG2 viability	Nrf2 inh	A549 viability
CCC(C)c1ccc(S(=O)(=O)N2CCN(C(C)C(=O)NC3CCCC3)CC2)cc1 (stereo unspecified)
 : -3.1	-0.3%	-17%	i	-1%	i	-8%	-14%	-6%
CSCCC(NC(=O)/C(=C/c1ccc2c(c1)OCO2)NC(=O)c1cccc([N+](=O)[O-])c1)C(=O)O (stereo unspecified)
 : 0.2	-0.6%	0%	.	2%[15.4 µM]	i	6%	5%	23%
COc1ccc(NC(=O)CN(C)CC(=O)Nc2cccc(F)c2)cc1Cl
 : -3.2	2.2%	-7%	i	1%	i	-17%	?	1%
OCC1(Cc2ccc(F)cc2F)CCCN(CCCc2ccccc2)C1 (stereo unspecified)
 : 0.4	-0.4%	-14%	i	0%	i	-52%	19%	-8%
O=C(CS(=O)(=O)c1cccc2nsnc12)NCc1ccccc1Cl
 : .	-0.1%	-1%	i	.	.	-6%	.	0%
COc1cc(C(=O)N(c2ccc(C)c(C)c2)C2C=CS(=O)(=O)C2)cc(OC)c1OC (stereo unspecified)
 : -5.9	-0.4%	-14%	i	-2%	i	-1%	-3%	-10%
Oc1ccccc1-c1cc(C(F)(F)F)nc(-c2ccccc2)n1
 : -0.1	?	16%	i	1%	i	3%	22%	-14%
Cc1cc(C(C)(C)C)cc(C)c1S(=O)(=O)N1CCN(C(=O)c2cc([N+](=O)[O-])c[nH]c2=O)CC1
 : -0.7	0.4%	-1%	i	-1%	i	-6%	-15%	-10%
O=C(CCN1CCCCC1)N/N=C/c1c[nH]c2ccccc12
 : 1.5	3.5%	-1%	i	0%	i	-32%	11%	-5%
CCn1c(SCC(=O)N/N=C/C=C\c2ccccc2[N+](=O)[O-])nc2ccccc21
 : -1.5	7.5%	1%	i	0%	i	-27%	?	-11%
N#C/C(=C/c1ccc(CNS(=O)(=O)c2ccccc2)o1)C(N)=O
 : -4.0	-0.4%[9.22 µM]	-4%	i	-1%	i	-13%	7%	13%
Cc1cc(C)c(C)c(OCCCCn2cnc3ccccc3c2=O)c1
 : -0.8	-0.6%	-18%	i	1%	i	-31%	9%	-2%
O=C1NC(=O)C(Cc2cccc(Oc3ccccc3)c2)S1 (stereo unspecified)
 : -1.2	2.3%	0%	i	1%	i	-8%	-4%	-2%
Cc1nn2c(COc3ccc(NC(=O)c4ccccc4Cl)cc3)nnc2c2ccccc12
 : -2.1	5.8%	-29%	i	0%	i	-22%	?	-1%
Cc1cc(C)c(C#N)c(SCC2COc3ccccc3O2)n1 (stereo unspecified)
 : 2.5	21%	-6%	i	-1%	i	-7%	9%	17%
CC(=O)c1c(C)nc2nonc2c1N
 : -3.5	0.4%	-7%	i	-1%	i	12%	-4%	-6%
Cc1ccc(/C=N/Nc2cn[nH]c(=O)n2)o1
 : -0.3	1.3%	-6%	i	-6%	i	-21%	?	-1%
CSc1cccc(NC(=O)CN(c2ccc(C)cc2C)S(C)(=O)=O)c1
 : -3.6	0.3%	-5%	i	2%	i	7%	-26%	-2%
Cn1ccnc1SCC(=O)N1CCc2ccccc21
 : 1.6	-0.5%	-24%	i	-2%	i	-17%	?	4%
O=c1c2ccccc2oc2cc(OCc3ccc(F)cc3)cc(O)c12
 : -0.8	6.7%	9%	i	-2%	i	0%	3%	-1%
CC1=C(c2ccc(C(C)C)cc2)S(=O)(=O)NC1=NCc1ccc(Cl)cc1
 : .	-0.6%	-14%	.	.	.	-14%	10%	16%
CC(C)N1CCN(Cc2ccc3c(c2)Cc2ccccc2-3)CC1CCO (stereo unspecified)
 : -1.0	2.5%	-15%	i	1%	i	-48%	25%	?
CCOc1ccc(NC(=O)CCC(=O)N/N=C(\C)c2cccs2)cc1
 : 1.4	-0.5%	-4%	i	0%	i	0%	1%	-2%
CC(=O)N1CCN(C(=O)COC(=O)/C=C/c2ccc(C(F)(F)F)cc2)CC1
 : 0.2	?	2%	i	2%	i	-1%	-6%	2%
Cc1ccc(C(=O)NCCc2nnc3ccc(SCC(=O)Nc4ccccc4C)nn23)cc1
 : 3.2	0.2%	15%	i	-1%	i	20%	19%	1%
CCN(CC)S(=O)(=O)c1cccc(NC(=O)/C=C/c2ccc([N+](=O)[O-])cc2)c1
 : -2.7	0.3%	-2%	?	-1%	i	-22%	-11%	-14%
Cc1nn(CC2CC2)c(=O)n1N(C)c1ncc(C(F)(F)F)cc1Cl
 : -2.3	0.2%	-6%	i	4%	i	0%	9%	5%
CCCNC(=O)CSc1nccn1Cc1ccco1
 : -0.6	0.0%	0%	i	2%	i	-8%	2%	0%

Source: PubChem (National Center for Advancing Translational Sciences (NCATS))

Not a hit list; overall some 4.4% were active at least once.
